ARNT-TACC3 inh: disruptors of ARNT/TACC3 protein interaction, primary screen, biochemical, AlphaScreen, single concentration. AlphaScreen His-ARNT PAS-B/GST-TACC3 binding, luminescence; TACC3 fragment carries E629A point mutation. inhibition, % at 9.99 µM. 390,000 compounds, 0.66% hits. AID 623870, 2012;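 active means mean inhibition of replicates at least 50% and at least half of replicates each reaching 50%; inconclusive means half or more replicates reach 50% but mean below 50%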;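 further: 0% = complete ARNT plus TACC3 wells and 100% = ARNT alone without TACC3; many hits fall short of the cut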
PAX8 inh HTS: inhibitors of PAX8-driven TPO luciferase reporter, primary screen, RMG-I cells, single concentration | inhibition, % at 12.6 µM | 360,000 compounds, 1.2% hits | SteadyGlo, 24 h | AID 652154, 2013;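 active means mean replicate inhibition at least 60% with every replicate also reaching 60%; inconclusive means only one of the two criteria is met; inactive means mean below 60% and not all replicates reaching 60%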;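 further: luciferase light reporting Pax8 driven TPO promoter activity; plate controls were median of neutral control wells for no effect and mitoxantrone controls for full effect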
Starred values were filed as active, the others as inactive; ? = inconclusive. This is a subset; the hit share may differ from the screen's.

Below each SMILES – ARNT-TACC3 inh	PAX8 inh HTS
> COc1cccc(-n2c(SCC(=O)NCCc3ccccc3)nnc2-c2ccoc2C)c1
    -2	16
> COC(=O)c1ccc(C(c2c(N)n(CC(C)C)c(=O)[nH]c2=O)N2CCN(c3ccccc3)CC2)cc1 (stereo not drawn)
    -2	12
> CC1(C)CC2CC(C)(CN2C(=O)c2cccs2)C1 (stereo not drawn)
    -8	-8
> CCOC(=O)N1CCN(C(=O)c2sc3nc(-c4ccc(F)cc4)cn3c2C)CC1
    -9	-13
> O=C(CSc1nc2c(cnn2-c2ccc(F)cc2)c(=O)[nH]1)N1CCOCC1
    -3	12
> Cc1ccc(N2CC(C(=O)Nc3nnc(C(C)C)s3)CC2=O)cc1 (stereo not drawn)
    -1	11
> CCCOc1ccc(Oc2cc(C)nc(SC)n2)nn1
    -3	-19
> CC(C)C(=O)Nc1ccc2c(c1)nc1n2CCSC1
    2	-23
> O=C1OC(Nc2ccc(Br)cn2)c2ccccc21 (stereo not drawn)
    -4	9
> COc1ccccc1Oc1ccc2c(c1)C(=O)N(c1ccc(Br)c3cccnc13)C2=O
    -2	10
> O=C(CSc1nnc(CNC(=O)c2ccco2)o1)c1ccc(Cl)cc1
    -9	3
> COc1cc(NC(=O)c2ccco2)c(OC)cc1NC(=O)CSc1nnc(-c2cccs2)n1C
    -6	17
> CC(C)C(NS(=O)(=O)c1ccc2c(c1)OCCO2)C(=O)NCCc1ccccn1 (stereo not drawn)
    26	-10
> COc1cc2c(cc1OC)C(C(=O)O)C(c1ccc(C)o1)N(C)C2=O (stereo not drawn)
    0	-12
> CCCCN(CCCC)S(=O)(=O)c1ccc(C(=O)Nc2nnc(CSC)o2)cc1
    1	15
> C=CCNC(=O)CCCc1ccccc1
    -10	-31
> CC12CCC(C(=O)Nc3ccc4c(c3)OCCO4)(OC1=O)C2(C)C (stereo not drawn)
    -2	-62
> Cc1nc2oc3c(NCc4ccccn4)ncnc3c2c2c1COC(C)(C)C2
    20	2
> O=C(CSc1nnc(-c2ccncc2)n1C1CCCCC1)Nc1ccccc1
    1	2
> Cc1occc1C(=O)Nc1c(F)c(F)c(F)c(F)c1F
    -17	0
> CCNC(=O)CN(c1ccc(CC)cc1)S(C)(=O)=O
    7	-8
> Cc1cccc(N2CCN(C(=O)c3ccc(NC(=O)C4CCCO4)cc3)CC2C)c1 (stereo not drawn)
    -3	-6
> CCN(CC)C(=O)c1cccc(-c2ccc(OC)cc2)c1
    -1	-51
> CCCCOC(=O)CSc1nnc(-c2cc(OC)c(OC)c(OC)c2)o1
    32	-3
> CCCNC(=O)Cc1ccsc1
    -1	-12
> O=C(Oc1ccccc1N1C(=O)C2CCCCC2C1=O)c1ccc(Cl)cc1 (stereo not drawn)
    -3	11
> COc1cccc(N2C(=O)N(c3ccccc3Cl)C3CS(=O)(=O)CC32)c1 (stereo not drawn)
    -9	13
> O=C(NC1(C(F)(F)F)C(=O)Nc2c1c(=O)[nH]c(=O)n2Cc1ccccc1)c1ccco1 (stereo not drawn)
    -3	10
> CCOCCCNC(=O)c1ccccc1Br
    -11	2
> CCOC(=O)C1C(=O)NC(N2CCN(Cc3ccccc3)CC2)=NC1c1ccco1 (stereo not drawn)
    -13	20
> O=C(N1CCN(c2ccccn2)CC1)N1c2ccccc2Sc2ccccc21
    2	?
> Cc1ccc2c(c1)sc1nc(=O)n(-c3cccc(Cl)c3)c(=O)n12
    -2	-132
> CCS(=O)(=O)N1CCN(C(=O)c2cccs2)CC1
    -4	9
> COC(=O)c1cc(NC(=O)Nc2ccccc2OC)cc(C(=O)OC)c1
    -1	2
> COc1ccc(NC(=O)C2C3C=CC(C3)C2C(=O)NCc2ccccn2)c(OC)c1 (stereo not drawn)
    1	-14
> O=C(O/N=C1\CCCc2ccccc21)c1cccc(Cl)c1
    1	3
> CC(C)(C)N(Cc1cc2ccccc2[nH]c1=O)C(=O)c1cccnc1
    0	21
> O=C(NCCCN=C1NS(=O)(=O)c2ccccc21)c1ccc(S(=O)(=O)N2CCCCC2)cc1
    -3	26
> CN(c1ccccc1C(=O)Nc1ccc2c(c1)OCCO2)S(C)(=O)=O
    2	3
> C=CCn1c(=O)c2ccccc2n2c(SCc3c(C(=O)OCC)oc4ccccc34)nnc12
    -2	14

Continued, overlapping the part above by two compounds.
Below each SMILES – ARNT-TACC3 inh	PAX8 inh HTS
> CN(c1ccccc1C(=O)Nc1ccc2c(c1)OCCO2)S(C)(=O)=O
    2	3
> C=CCn1c(=O)c2ccccc2n2c(SCc3c(C(=O)OCC)oc4ccccc34)nnc12
    -2	14
> Cc1cc(C)c2c(N)c(C(=O)Nc3nccs3)sc2n1
    -3	-111
> Cc1cc(O)c(C(C)C)cc1NS(=O)(=O)c1ccccc1
    -1	-7
> c1cncc(-c2cccnc2)c1
    -3	5
> Cc1ccc2c(C)c(C(=O)N(Cc3cccs3)C3CCS(=O)(=O)C3)oc2c1 (stereo not drawn)
    0	-7
> C=CCOc1nc(N(C)C)nc(N(C)C)n1
    -12	-12
> COc1cc(S(=O)(=O)N(C)C)ccc1F
    -8	-6
> COC(=O)C1=C(C(C)=O)C(c2ccc(C)cc2)n2nnnc2N1 (stereo not drawn)
    -1	-13
> Cn1cccc1/C=N/n1cnnc1
    8	4
> COc1cc(C(C#N)N2CCOCC2)ccc1O (stereo not drawn)
    -15	-11
> COc1ccccc1OCC(=O)N1CC2(C)CC1CC(C)(C)C2 (stereo not drawn)
    1	6
> Cc1cc(-c2c(C)[nH]n(-c3ccccc3)c2=O)n(-c2ccccc2)n1
    5	10
> COc1ccc(C(=O)N2c3ccc(F)cc3CCC2C)cc1OC (stereo not drawn)
    -1	10
> O=C(Nc1ccc2oc(-c3ccccc3Cl)nc2c1)c1cncc(Br)c1
    -2	-64
> Cc1cc(C(=O)NCCC(c2ccccc2)c2ccccc2)c(C)o1
    1	-14
> COc1ccc(C(=O)Nn2cnnc2)cc1
    -4	3
> CC(=O)c1cc2c(cc1NC(=O)c1cnc(C)cn1)OCO2
    -2	18
> COc1ccccc1Nc1ncnc2nc[nH]c12
    14	-25
> COc1cc(C2NC(=O)NC(C)=C2C(=O)Nc2cccc(C)c2C)cc(OC)c1OC (stereo not drawn)
    2	4
> Cc1ccc(O/C=C2\OC(=O)c3ccccc32)cc1
    -7	-29
> O=C(NCCc1ccccc1)C1CCN(S(=O)(=O)c2cccc3nsnc23)CC1
    -6	0

Part of the list above, as labelled records:
COc1ccc(C(=O)Nn2cnnc2)cc1
- ARNT-TACC3 inh: -4
- PAX8 inh HTS: 3
CC(=O)c1cc2c(cc1NC(=O)c1cnc(C)cn1)OCO2
- ARNT-TACC3 inh: -2
- PAX8 inh HTS: 18
COc1ccccc1Nc1ncnc2nc[nH]c12
- ARNT-TACC3 inh: 14
- PAX8 inh HTS: -25
COc1cc(C2NC(=O)NC(C)=C2C(=O)Nc2cccc(C)c2C)cc(OC)c1OC (stereo not drawn)
- ARNT-TACC3 inh: 2
- PAX8 inh HTS: 4

Additional entries
Below each SMILES – ARNT-TACC3 inh	PAX8 inh HTS
> c1ccc(CSc2ncnc3c2cnn3Cc2ccccc2)cc1
    -1	1
> Cc1ccc2oc(=O)n(CCCOc3ccccc3)c2c1
    -26	-115
> CCCn1c(SCC(=O)NCc2ccccc2)nnc1-c1ccncc1
    -1	1
> COC(=O)c1ccc(NS(=O)(=O)N(C)C)cc1
    -6	3
> COCCn1c(SCC(=O)c2ccc3c(c2)OCCO3)nnc1-c1ccoc1C
    -1	14
> CN(Cc1cnn(C)c1)C(=O)c1sc2cccc(Cl)c2c1Cl
    -8	7
> Cc1cc(C(=O)CN2C(=O)NC(Cc3c[nH]c4ccccc34)C2=O)c(C)n1C (stereo not drawn)
    2	35
> COc1ccc(OC)c(NC(=O)c2nnn(Cc3ccccc3C)c2N)c1
    8	11
> Cc1nonc1OCCNC(=O)C12CC3CC(CC(C3)C1)C2
    -7	-5
> O=C(NCc1ccccc1)C(c1ccc(F)cc1)N(Cc1ccco1)C(=O)c1ccccn1 (stereo not drawn)
    4	-5
> Cc1ccccc1NC(=O)c1cccc2nc3ccccc3nc12
    4	10
> COC(=O)c1ccc(-n2nc(C(F)(F)F)c3c2-c2ccoc2CC3)cc1
    -5	7
> Cc1sc2nc(SCC(=O)OC(C)C)n(C)c(=O)c2c1C
    -4	8
> CCOc1ccccc1NC(=O)CCS(=O)(=O)c1cccc2nonc12
    2	30
> Cc1ccc(OCC(=O)N2CC3(C)CC2CC(C)(C)C3)cc1 (stereo not drawn)
    6	16
> COC(=O)c1ccccc1OCc1cccc(C)n1
    -6	9
> COc1cccc(NC(=O)COc2ccc(N3CC(C(=O)NCC(C)C)CC3=O)cc2)c1 (stereo not drawn)
    -3	8
> Cc1ccc(CCSCC(=O)O)cn1
    -9	-17
> COc1ccc2c(C(F)(F)F)cc(=O)oc2c1C
    -9	-26
> O=C(O/N=C1\CCCCC1c1ccc([N+](=O)[O-])cc1[N+](=O)[O-])c1c(F)cccc1F (stereo not drawn)
    15	0
> CCN(CCCNC(=O)c1cn(CC)c2ccc(S(=O)(=O)N(C)C)cc2c1=O)c1cccc(C)c1
    7	35
> Cc1ccccc1OCCCC(=O)Nc1ccc(Br)cc1
    -4	-14
> CCN1CCN(C(=O)c2ccccc2N(C)S(=O)(=O)c2ccc(C)cc2)CC1
    -4	13
> CC(Nc1cc(N2CCN(C(=O)C(C)(C)C)CC2)ccc1[N+](=O)[O-])c1ccccc1 (stereo not drawn)
    11	4
> NC(=O)CSC1=Nc2ccccc2C2=NC(CC(=O)NCc3cccs3)C(=O)N12 (stereo not drawn)
    -3	10
> CCC(c1nnc(SCC(=O)Nc2nnc(-c3ccccc3)o2)o1)N(C)C (stereo not drawn)
    35	1
> Cc1nc2ncnn2c(C)c1CCC(=O)Oc1ccccc1
    13	-9
> CCOc1ccccc1N1CCN(Cc2cccc(OC)c2OC)CC1
    -4	-8
> CN(C)S(=O)(=O)c1ccc(C(=O)N(c2ccccn2)c2ccccn2)cc1
    -2	5
> O=C(CN(C1CCCCC1)C1CCCCC1)N1CCc2ccccc2C1
    0	15
> O=C(COc1ccc(F)cc1)NC1CC1
    -15	-5
> Cc1ccc(S(=O)(=O)n2nc(OC(=O)c3cccs3)cc2N)cc1
    -3	0
> COc1ccc(CN2C(=O)[C@@H]3C(c4ccccc4Cl)=NO[C@@H]3C2=O)cc1
    -8	1
> COC(=O)C1=C(C)N(c2cccc(C(C)=O)c2)C(=O)C1
    -1	-1
> CCN(CC)c1ccc(N2C(=O)/C(=C/c3cccs3)SC2=S)cc1
    -4	1
> O=C(Nc1nc2ccc(Cl)cc2s1)c1ccco1
    0	-132
> COc1cccc(/C=C2\N=C(SC)SC2=O)c1OC
    -7	3
> COCCCNC(=O)c1c(N)n(/N=C/c2cccs2)c2nc3ccccc3nc12
    -7	4
> C/C=C/C(=O)OCC(=O)Nc1c(Cl)cccc1Cl
    -3	-2
> CCc1cc2c3c(c(=O)oc2cc1OC)CCCC3
    -3	-6
> COc1ccc(-c2cc(C(F)(F)F)nc(S(C)(=O)=O)n2)cc1OC
    -1	122*
> CCCNC(=O)COC(=O)c1ccc(OCC(=O)Nc2ccccc2OC)c(OC)c1
    -5	5
> COc1cccc(OC)c1-c1nnc(-c2cn(C)c3ccccc23)o1
    -3	17
> CC(CCc1ccccc1)NC(=O)CSc1nc(N)cc(N)n1 (stereo not drawn)
    3	6
> CC(=O)CSc1nnc(-c2ccncc2)n1C
    5	25
> COc1ccc(Cl)cc1NC(=O)CSc1nncn1-c1cccnc1
    -6	5
> N/C(=N\O)C1COc2ccccc2O1 (stereo not drawn)
    -5	6
> COc1cc(OC)c(C(=O)Nc2ccc(N(C)C)cc2)cc1OC
    15	5
> O=C(Nc1ccccc1-c1nnn(CC(=O)N2CCCc3ccccc32)n1)c1ccc(Cl)cc1
    -9	1
> CCOC(=O)/C(C#N)=C\c1c(C)cc(C)c(COC(C)=O)c1C
    3	-2
> Cc1ccc(N2C(=O)CC(Sc3nc4ccccc4o3)C2=O)cc1Cl (stereo not drawn)
    -6	?
> Cc1ccc(NC(=O)N2CCC(C(=O)NCC(C)C)CC2)cc1
    -12	2
> CCOC(=O)c1cccc(NC(=O)Nc2cc(OC)ccc2OC)c1
    0	-21
> CCOC(=O)c1ccc(COC(=O)CCc2nc3ccccc3[nH]c2=O)o1
    -17	11
> N#CC1=C(N)Oc2n[nH]c(-c3ccccc3)c2C1c1cccnc1 (stereo not drawn)
    -28	4
> Clc1ccc(COn2c(-c3ccccc3)nc3ccccc32)cc1
    0	-8
> Cc1cc(C)nc(NS(=O)(=O)c2ccc(N3C(=O)C4CC=C(Cl)CC4C3=O)cc2)n1 (stereo not drawn)
    -1	-3
> COc1ccc(C2(O)CCN(C(=O)Cc3cccnc3)CC2)cc1
    11	16
> OC(COc1ccc2cc(Br)ccc2c1)CN1CCN(c2ccccn2)CC1 (stereo not drawn)
    0	0
> CC(=O)N1CCN(C(C)=O)C1c1ccccc1
    -10	-16

Other structures
Below each SMILES – ARNT-TACC3 inh	PAX8 inh HTS
> CCOC(=O)CS(=O)(=O)c1ccccc1
    17	3
> COc1ccc(NC(=O)CSc2ccc3c4c(cccc24)C(=O)c2ccccc2-3)cc1
    -5	3
> C=CCOc1ccc(C2C(C(=O)c3cccs3)=C(O)C(=O)N2c2nnc(C)s2)cc1 (stereo not drawn)
    -24	-50
> CCOc1ccc(N2C(=O)Nc3ccccc3C2(O)C(=O)NCc2ccc3c(c2)OCO3)cc1 (stereo not drawn)
    -1	-8
